Screening results: PubChem, National Center for Advancing Translational Sciences (NCATS)
B2AR arrestin: agonists driving beta-arrestin recruitment to human beta2-adrenergic receptor; beta-arrestin recruitment to beta2AR, cell-based reporter; Potency, µM (doses to about 46.1 µM), for the others: top-dose activation, usual class: activators; 330,000 tested, 0.02% active; AID 492947;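 note: potency is the fitted concentration of half-maximal effect; 0% = DMSO controls and full agonism = EC100 isoproterenol or metaproterenol; nearly all actives have a fitted effect of over 65% in size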
KCNH2 WT inh: inhibitors of human wildtype KCNH2 potassium channel; Q12809; U2OS, BacMam KCNH2, thallium flux FluxOr; hits give low values; activity change, % at 1.84 µM; 340,000 tested, 0.37% active; AID 720551;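 active = maximum activity change below -70%; inconclusive = maximum activity change between -70% and -50%; inactive = maximum activity change above -50%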
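U2OS cells transduced with wild-type KCNH2 virus are loaded with FluxOr dye for 45 min, and thallium flux is measured in kinetic reads before and after stimulation buffer. Rate constants are normalized to DMSO controls.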
Chronic BCR inh: chronic active BCR signaling inhibition; 340,000 tested, 0.05% active; ABC-DLBCL IkBa-CBG/CBR reporter, luminescence ratio, 4 h; AID 493014; Potency, µM (series often up to 46.1 µM), for the others: at the highest dose ratio change, negative = lower green/red ratio, most hits filed as inhibitors; active = well fitted inhibition curve with a large enough effect in the signal ratio, with a control signal flat, not every such curve was filed as active; inconclusive = small, poorly fitted or top-dose-only effect, or effect the other way, or a change in a side signal; the % refers to the signal ratio;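 note: potency is the fitted concentration of half-maximal effect; plate controls were basal doxycycline-induced cells for no effect and cells given 10 µM MG132 for full effect; MG132 reads +100%, hits lower the ratio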
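Compounds up to 46 uM were incubated four hours with TMD8 cells whose green CBG68 luciferase is fused to IkappaBalpha; red CBR luminescence normalised the signal, and concentration-effect curves were fitted to fusion, red and ratio data.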
GALK inh: blocks human galactokinase activity; Purified GALK, Kinase-Glo residual ATP luminescence; 270,000 tested, 0.007% active; Potency, µM (top dose mostly 57.5 µM), for inactives: top-dose activity change, negative = inhibition, hits mostly inhibitors; note: potency is the fitted concentration of half-maximal effect
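Galactose (100 uM) and ATP (35 uM) were turned over by 5 nM GALK for 1 h at RT. Kinase-Glo Plus then converted the remaining ATP into a luminescent signal.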
USP2a block: blocks human ubiquitin-specific protease USP2a. O75604. USP2 core, Ub-CHOP2 coupled fluorogenic reporter, 485/531. Potency, µM (top dose mostly 38.3 µM), without a hit: at the highest dose activity change, negative = inhibition, most hits filed as inhibitors. 330,000 tested, 0.01% active;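 note: potency is the fitted concentration of half-maximal effect; plate controls were DMSO wells for no effect and full inhibition by NEM control for full effect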
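Cell-free coupled assay: 10nM USP2 core preincubated 30min RT with compound in Tris-HCl pH 8.0/CaCl2/CHAPS buffer, then 25nM Ub-CHOP2 and 25nM reporter substrate; fluorescence (Ex 485/Em 531) read after 60min RT, normalized to NEM inhibition, concentration-response curves fitted.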
Giardia killer: kills Giardia lamblia; AID 540267; 340,000 tested, 0.15% active; activity change, % at 7.66 µM, hits read low; Giardia lamblia trophozoite viability; in the data active = activity change below about -80%; inconclusive = between about -30% and that limit;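 note: parasites exposed to compound for two days anaerobically before the ATP read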
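Killing of trophozoites was scored by loss of ATP luminescence after a 48 hrs anaerobic exposure to compounds at 37 deg C, using 100 cells per well.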
KCNH2 3.1 inh: inhibitors of human KCNH2 3.1 potassium channel isoform | U2OS KCNH2 3.1, thallium flux FluxOr; hits give low values | activity change, % (tested at about 1.8 µM) | 340,000 tested, 0.95% active | AID 720553;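 active = maximum activity change below -70%; inconclusive = maximum activity change from -70% to -50%; inactive = maximum activity change above -50%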;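 note: thallium influx rate constant from kinetic fluorescence after stimulation buffer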
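Virally transduced U2OS (3.1 isoform, 4 h infection in dark at RT) → overnight 37 C → FluxOr + Red40 in HBSS/HEPES, 45 min → stimulation buffer, 2 min kinetic read → rate constant vs DMSO controls.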
Coupling enz: coupling enzyme interference in Giardia aldolase counter-screen | coupling enzyme system counterscreen, AmpLite Red fluorescence | 290,000 tested, 0.67% active | AID 2472 | activity change, negative = inhibition, % at 58.2 µM, hits read low; in the data active = activity change below about -30%
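Fluorescence at 525 nm excitation and 598 nm emission measured inhibition of the coupled detection system without aldolase. Compounds (at 57.5 uM final) were preincubated 10 min at room temperature with coupling enzyme reagent before a 20 min substrate/AmpLite Red step.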
Eya2 phos inh: blocks the phosphatase activity of human Eya2. recombinant Eya2, OMFP fluorescence dephosphorylation (OMFP is methylfluorescein phosphate). 330,000 tested, 0.006% active. O00167. Potency, µM (highest dose often 76.9 µM), for the others: at the highest dose activity, negative = inhibition, actives largely listed as inhibitors. AID 488837; note: potency is the fitted concentration of half-maximal effect
Target sequence (O00167 whole entry, looked up): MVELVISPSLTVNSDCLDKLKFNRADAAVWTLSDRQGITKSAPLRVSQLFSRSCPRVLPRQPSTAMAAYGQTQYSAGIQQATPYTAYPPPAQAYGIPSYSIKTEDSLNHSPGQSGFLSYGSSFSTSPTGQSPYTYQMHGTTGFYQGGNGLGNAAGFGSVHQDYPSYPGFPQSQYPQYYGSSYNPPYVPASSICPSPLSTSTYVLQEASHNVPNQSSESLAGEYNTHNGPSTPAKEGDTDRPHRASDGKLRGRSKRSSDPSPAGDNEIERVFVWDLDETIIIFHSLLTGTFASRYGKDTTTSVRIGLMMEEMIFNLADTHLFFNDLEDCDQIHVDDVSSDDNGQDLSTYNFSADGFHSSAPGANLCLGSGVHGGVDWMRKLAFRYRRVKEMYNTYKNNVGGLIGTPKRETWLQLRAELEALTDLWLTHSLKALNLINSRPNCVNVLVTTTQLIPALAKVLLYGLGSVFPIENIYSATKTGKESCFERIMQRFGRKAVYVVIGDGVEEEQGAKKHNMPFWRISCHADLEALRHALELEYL
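Eya2 (0.2 uM) preincubated 10 min at ambient with compound, then OMFP substrate added at 50 uM; 10 min reaction in 50 mM HEPES pH 7.5, 50 mM NaCl, 5 uM MgCl2, 0.05% BSA, 1 mM DTT. Fluorescence read at Ex 485/Em 525 nm.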
PKM2 activator: PKM2 (human) enzyme activation. P14618. Potency, µM (highest dose often 57.5 µM), without a hit: top-dose activation, usual class: activators. AID 1631. purified PKM2, Kinase-Glo ATP luminescence, activation; response scale: 0% is enzyme alone, no compound. 260,000 tested, 0.34% active; note: potency is the fitted concentration of half-maximal effect; nearly all actives have a fitted effect of over 55% in size
Target sequence (P14618 whole entry, looked up): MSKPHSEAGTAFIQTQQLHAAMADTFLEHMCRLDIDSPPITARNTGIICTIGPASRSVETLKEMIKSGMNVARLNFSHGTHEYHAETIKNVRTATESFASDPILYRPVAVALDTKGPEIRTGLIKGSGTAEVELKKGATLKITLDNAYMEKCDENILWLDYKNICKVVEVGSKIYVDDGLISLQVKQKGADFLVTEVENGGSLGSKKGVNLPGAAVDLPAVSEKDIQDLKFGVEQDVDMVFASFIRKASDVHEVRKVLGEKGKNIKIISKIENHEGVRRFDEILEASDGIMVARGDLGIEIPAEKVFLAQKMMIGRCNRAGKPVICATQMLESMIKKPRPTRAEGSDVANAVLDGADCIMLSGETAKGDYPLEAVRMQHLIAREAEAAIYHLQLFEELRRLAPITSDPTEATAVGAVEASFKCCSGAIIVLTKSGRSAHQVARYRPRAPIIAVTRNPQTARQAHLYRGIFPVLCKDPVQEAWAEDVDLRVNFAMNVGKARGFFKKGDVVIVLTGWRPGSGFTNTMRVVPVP
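Kinase-Glo luminescence reports ATP generated from ADP (0.1 mM) and PEP (0.5 mM) by purified hPK-M2 after 1 h at room temperature, pH 7.2 imidazole buffer; intermediate enzyme activity allows detecting inhibitors and activators.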
uPA generation: cell surface uPA generation inhibition; Potency, µM (titrated, usually from 38.3 µM), inactives show at the top dose activity change, negative = inhibition, usual class: inhibitors; cell surface uPA generation assay, qHTS; 330,000 tested, 0.31% active; active = well fitted inhibition curve with a large enough effect; inconclusive = small, poorly fitted or top-dose-only effect; inactive = no such curve, though single readings can be large or run the other way; tested in mouse RAW 264.7 cells; note: potency is the fitted concentration of half-maximal effect; nearly all actives have a fitted effect of over 55% in size
Starred values were filed as active, the others as inactive; ? = inconclusive; · = not tested or not shown; [ ] = remark or other dose. Unless noted, calls come from the whole dose curve; as a rule, active = well fitted curve in the direction sought with a large enough effect; inconclusive = small, poorly fitted or top-dose-only effect, or another doubt; inactive = no such curve, though single readings can be large; an effect the other way counts as inactive or inconclusive. Unless noted, % is set by controls: 0 for no effect and ±100 for the full control effect. This is a random part of the collection, and some 2.4% of all compounds hit somewhere here.

Second line of a record: Giardia killer, USP2a block, PKM2 activator, B2AR arrestin, Chronic BCR inh, GALK inh, KCNH2 3.1 inh, Eya2 phos inh, uPA generation, Coupling enz, KCNH2 WT inh
1	COc1cccc(/C=C2\CCCCC2=O)c1
  17.1, 6.5%, 0.2%, 0.1%, -11.4%, 4.0%, 15.6, -0.9%, 0.8%, 1.6, -6.3
2	O=C(NCCC(=O)N1CCc2ccccc21)c1ccccc1Cl
  16.5, 1.0%, -0.1%, 0.4%, 0.7%, 0.7%, 2.6, 4.1%, -1.7%, 1.2, -5.1
3	CSCCC(NC(=O)OC(C)(C)C)C(=O)NC(C(=O)NC(CC(C)C)C(N)=O)C(C)C (stereo unspecified)
  20.0, 3.3%, -10.5%, -0.1%, 28.2%, -3.7%, 18.0, -25.6%, 7.3%, 0.3, -2.6
4	O=c1oc2ccccc2c(CNc2ccccc2)c1[N+](=O)[O-]
  14.6, -2.9%, ·, 0.2%, ?, -4.2%, -10.1, 8.0%, 2.0%, 0.9, -7.9
5	Cc1nn(-c2ccccc2)c(C)c1/C=C/C(=O)OCC(=O)Nc1ncc(C(F)(F)F)cc1Cl
  1.7, -1.0%, -1.0%, -0.1%, ?, ·, -8.6, 10.3%, 0.0%, 1.4, -4.3
6	CSc1nc(SCC(=O)NCC2CCCO2)c2c3c(sc2n1)CN(C)CC3 (stereo unspecified)
  -2.0, -0.1%, 0.0%, 2.0%, -10.8%, ·, -10.3, -20.7%, -15.0%, 0.8, -6.5
7	CNc1nc(SC)nc2ccsc12
  -18.1, 0.2%, 2.9%, -0.1%, -5.4%, -0.8%, 11.8, -22.8%, -1.0%, -0.4, 2.2
8	C=CCn1c(O)c(N=NC(=O)C(O)c2ccccc2)c2ccccc21 (stereo unspecified)
  15.9, 0.1%, 2.0%, 3.3%, 5.2%, -0.4%, 14.3, -13.4%, 14.9%, -1.2, 18.5
9	Cc1cc(N2C(=O)C(=O)/C(=C(/O)c3ccc(Cl)cc3)C2c2cccc(Br)c2)no1 (stereo unspecified)
  -3.6, 1.0%, -2.1%, 3.5%, -8.0%, 2.9%, 4.4, 3.5%, 0.9%, 14.9, 12.3
10	CCc1noc(C)c1C(=O)N1CCCC(C(=O)c2cc(F)ccc2OC)C1 (stereo unspecified)
  4.7, -1.2%, 0.7%, -0.1%, -1.3%, -1.7%, -2.7, 1.1%, 0.9%, 0.1, -21.8
11	CC1=CCC2C(=O)N(c3cccc(C(=O)NCc4ccccc4)c3)C(=O)C2C1 (stereo unspecified)
  3.4, -2.2%, ·, 0.2%, ?, -1.4%, -13.8, 8.2%, -4.1%, -1.2, 2.4
12	COc1cccc2cc(C(C)N(CCCN3CCOCC3)C(=O)Nc3ccccc3)oc12 (stereo unspecified)
  17.5, 0.5%, -33.5%, 0.1%, 3.2%, 0.0%, -11.4, 7.5%, -0.5%, -2.6, 6.2
13	CCOC(=O)c1cn2nc(N3CCCC3)ccc2n1
  -23.3, -3.2%, -1.7%, -0.8%, ?, 3.0%, -5.3, 0.8%, -8.5%, 5.2, 8.8
14	Cc1ccc(OCC(O)CN2CCN(c3ccccn3)CC2)c(C)c1 (stereo unspecified)
  2.3, 4.1%, -2.2%, -0.8%, -9.3%, 4.2%, -4.8, -2.0%, 3.7%, 0.0, 18.5
15	COc1ccc2c(c1)CCCC21NC(=O)N(CC(=O)NC(=O)NCc2ccccc2)C1=O (stereo unspecified)
  30.5[activator], 3.9%, -0.1%, 0.0%, 2.6%, -1.7%, 14.8, -16.1%, 5.4%, -2.7, -11.1
16	CN(C)/C=C1\C=C(c2ccccc2)OC1=O
  11.3, 1.1%, ?, ?, 7.4%, -5.9%, 19.8, ?, -7.5%, -5.0, 5.4
17	CC(=O)c1c(C)[nH]c(C(=O)OCC(=O)NCc2cccs2)c1C
  14.5, -0.2%, ·, 0.1%, -1.5%, ·, 7.0, 12.8%, -4.4%, ·, 8.9
18	CCOc1ccc(OCC)c(NC(=O)C2COc3ccccc3O2)c1 (stereo unspecified)
  -3.0, -2.0%, -11.9%, 0.0%, ?, 1.6%, -31.6, -15.7%, 0.2%, -2.6, -0.9
19	Nc1nccc(-c2ccc(-n3cccc3)cc2)n1
  22.6, 2.9%, -10.4%, -0.3%, 6.8%, 1.2%, -14.8, 4.0%, 3.2%, -2.8, 0.5
20	CCCN(CCC)C(=O)c1ccc2c(=O)n(Cc3ccco3)c(=S)[nH]c2c1
  -5.8, -0.7%, 0.8%, -0.2%, 4.9%, -0.6%, 9.3, -6.1%, 10.6%, -0.1, ·
21	CCCn1c(SCC(=O)N(C2CCCCC2)C2CCS(=O)(=O)C2)n[nH]c1=O (stereo unspecified)
  -1.2, 3.9%, ·, -0.1%, -0.2%, ·, -8.0, 3.5%, ?, ·, ·
22	CCOc1ccccc1NC(=O)c1ccoc1C
  1.5, 7.1%, -1.7%, 0.0%, 6.7%, -0.3%, -3.7, 6.0%, 1.9%, 1.1, -1.9
23	COc1ccc(CNC(=O)Cn2nnc3ccccc3c2=O)cc1
  8.9, 5.1%, -3.5%, 2.3%, -6.2%, 0.6%, -12.5, 5.3%, 8.8%, -1.5, -3.0
24	CSc1ccccc1NC(=O)CN(C)Cc1cccc(Cl)c1
  3.8, 2.1%, -6.0%, 0.5%, 11.4%, 0.0%, 16.3, -33.3%, -5.4%, 0.3, -2.2
25	COc1ccc(S(=O)(=O)N2CCOCC2)cc1NC(=O)CC1CCCC1
  9.1, 2.2%, ·, -0.2%, -8.9%, ·, -4.7, 9.4%, 2.8%, ·, 1.8
26	COc1ccc(N2CCN(C(=O)COC(=O)c3ccc(CSC)o3)CC2)cc1
  -1.6, 2.2%, ·, 0.3%, -1.6%, ·, -6.7, -6.7%, -9.2%, ·, 3.5
27	CC(C)(C)C(=O)CSc1nc(N)cc(=O)[nH]1
  8.3, -7.2%, -7.1%, 0.0%, -15.3%, 1.1%, 3.3, -1.6%, 2.8%, 1.0, 12.3
28	CC(C)(C)OC(=O)N1CCC[C@@H]1CO
  6.2, 1.9%, ·, 0.0%, 1.0%, ·, 6.9, -17.2%, 12.6%, 1.2, -4.6
29	CCC(CC)C(=O)Nc1cc(Cl)ccc1C
  ·, 11.4%, -10.0%, 0.0%, 0.0%, -0.2%, ·, 3.5%, ·, -0.2, ·
30	CCOc1ccc(CCNC(=O)COC(=O)c2ccc(OC(C)C)cc2)cc1OCC
  5.3, -2.8%, ·, -0.5%, -5.0%, ·, 17.0, -8.7%, 5.8%, ·, -12.1

Next part, starting with the last 2 of the part before.
Second line of a record: Giardia killer, USP2a block, PKM2 activator, B2AR arrestin, Chronic BCR inh, GALK inh, KCNH2 3.1 inh, Eya2 phos inh, uPA generation, Coupling enz, KCNH2 WT inh
29	CCC(CC)C(=O)Nc1cc(Cl)ccc1C
  ·, 11.4%, -10.0%, 0.0%, 0.0%, -0.2%, ·, 3.5%, ·, -0.2, ·
30	CCOc1ccc(CCNC(=O)COC(=O)c2ccc(OC(C)C)cc2)cc1OCC
  5.3, -2.8%, ·, -0.5%, -5.0%, ·, 17.0, -8.7%, 5.8%, ·, -12.1
31	COc1ccccc1CC(=O)NCCN1CCCCC1
  -2.3, 0.0%, 0.9%, -0.3%, 0.2%, -0.1%, 3.5, -10.7%, -1.3%, -0.1, 5.5
32	Cc1cc(C)cc(NCc2ccncc2)c1
  -9.4, 4.2%, 6.5%, -1.2%, -4.8%, -2.1%, -4.2, -6.1%, 0.3%, 1.9, -8.9
33	COC(=O)c1ccc(C(=O)OC)c(NC(=O)COC(=O)C2CCC(C(C)(C)C)CC2)c1 (stereo unspecified)
  -3.9, -4.0%, -1.1%, -0.8%, -9.2%, 1.3%, -7.6, -9.2%, -1.6%, -5.1, 6.4
34	Cc1ccccc1NC(=O)CN1C(=O)C2C3CC(C(Br)C3Br)C2C1=O (stereo unspecified)
  -14.4, 1.6%, 6.3%, 2.5%, -0.5%, ·, -3.4, 5.5%, 6.7%, 1.2, -4.1
35	CC(=O)NC(CC(=O)Nc1ccc(S(=O)(=O)NC2=NCCCCC2)cc1)c1ccccc1 (stereo unspecified)
  5.7, 0.7%, ·, 0.1%, 1.3%, ·, -1.3, -20.6%, -6.9%, ·, 3.9
36	CCn1c(CNc2ccccc2Cl)nnc1SCC(=O)OC1CCCCC1
  -16.3, -7.9%, -3.8%, -0.5%, 5.0%, 1.0%, -1.3, -1.8%, -0.2%, 1.6, 9.8
